High-throughput results from PubChem.
TAG inh – reduces triacylglycerol accumulation in H9c2 cells; Nile Red lipid (TAG) fluorescence; cells loaded with 200 µM oleic acid; inhibition, % at 12.5 µM; actives 0.66% (n = 230,000);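 active = pattern-corrected inhibition of lipid staining of at least 50% with the nuclear-stain viability signal not falling by more than 50%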;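 note: 0% = DMSO wells and 100% = triacsin C control wells; some results filed as inactive read as strong as hits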
TAG inh DAPI viability – also measured in TAG inh; calls as there; DAPI nuclei signal change (viability), lower = more cytotoxic, %;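 whole-well DAPI fluorescence read on a plate reader as a viability signal; minus 50 percent equals half of cells still viable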
An asterisk follows results filed as active.

SMILES	TAG inh	TAG inh DAPI viability
CCCC1(c2ccccc2)NC(=O)N(CC(=O)N2CC(=O)Nc3ccccc32)C1=O (stereo not drawn)	22	3
Cc1ccc(C(=O)Nc2ccc(F)cc2)cc1NC1=NC2CS(=O)(=O)CC2S1 (stereo not drawn)	-9	2
CCOC(=O)/C(=N\Nc1cc(Cl)ccc1Cl)N1CCOCC1	-3	0
CCNc1nc(NCC)nc(N(C#N)C(C)C)n1	6	-16
CCN1C(=O)CC(C(=O)O)SC1=Nc1ccc(OC)cc1 (stereo not drawn)	8	-1
COc1ccc(CCNC(=O)CCc2nc3sc4c(c3c(=O)[nH]2)CCCC4)cc1	-8	0
CC1CCN(C(=O)CN2C(=O)C(=O)c3ccccc32)CC1	-6	-3
CN(Cc1ccccc1)C(=O)c1ccc2nc([C@H]3C[C@H](O)[C@@H](CO)O3)[nH]c2c1	-4	10
CC(=O)OCC(=O)C1(O)CCC2C3CCC4=CC(=O)C=CC4(C)C3C(O)CC21C (stereo not drawn)	22	2
O=C1OCCC1Sc1nnc(-c2ccc(Cl)cc2Cl)o1 (stereo not drawn)	-6	11
O=C(NC1CCCCC1)N1CCN(c2nc(-c3ccccc3)cs2)CC1	-5	-1
O=C(NC(=S)Nc1cc(C(F)(F)F)ccc1N1CCOCC1)c1ccco1	1	-14
CCOC(=O)N1CCc2c(sc(NC(=O)CN3CCOCC3)c2C(=O)Nc2ccccc2)C1	11	-1
COc1cccc(NC(=O)Cn2cc(C(=O)C3CC3)c3ccccc32)c1	19	-9
CSCCC(C(=O)OCC(=O)c1ccc(C)c(C)c1)N1C(=O)c2cc(Cl)c(Cl)cc2C1=O (stereo not drawn)	0	-13
Cc1csc(=O)n1CCC(=O)OCC(=O)Nc1ccc(S(N)(=O)=O)cc1	-10	1
Cc1cc(C)c(C#N)c(SCc2ccc3c(c2)OCO3)n1	-131	-6
CCOCCn1ccc2c(OCC(=O)Nc3ccc(OC)c(OC)c3)cccc2c1=O	-12	-8
CCc1nc2ccccc2n1CC(O)COCC1CC=CCC1 (stereo not drawn)	-8	-3
O=C(C1CC(c2ccc(F)cc2)=NO1)N1CCN(c2ccccc2)CC1 (stereo not drawn)	-19	8
CC(/C=N/NC(=O)c1ccccn1)=C\c1ccco1	1	-1
C=CC(=O)Nc1sc2c(c1C(N)=O)CCCC2	4	4
O=C1C(Cc2c[nH]c3ccccc23)NC(=S)N1C1CCCCC1 (stereo not drawn)	5	-2
CCOc1cc(C)c(Cl)cc1S(=O)(=O)N(C)C	-8	7
CCOP(=O)(OCC)c1nc(-c2ccc(F)cc2)oc1NCc1ccccc1	-8	14
Other entries follow:
SMILES	TAG inh	TAG inh DAPI viability
COc1ccc(-c2[nH]ncc2CNCCn2cccn2)c(F)c1	-12	6
Cc1cccn2c(=O)c3cc(C(=O)NCc4ccc(F)cc4)c(=N)n(CCCN4CCOCC4)c3nc12	24	63
Cc1ccc(C)c(NC(=O)CN(C)C(=O)c2cc(S(=O)(=O)N3CCOCC3)ccc2N2CCCC2)c1	29	-1
COc1cc(CN2CCN(c3ccccc3F)CC2)c([N+](=O)[O-])cc1OC	7	-4
Cc1cc(C(=O)OCC(=O)NC2CC2)c2ccccc2n1	-1	1
Cc1ccc(OCCn2c(NC(=O)c3ccco3)nc3ccccc32)cc1	-23	2
C[N+](C)(C)CCOC(=O)CCC(=O)OCC[N+](C)(C)C	10	-4
Cc1ccc(-c2ccc(/C=N/O)o2)cc1[N+](=O)[O-]	-1	2
NS(=O)(=O)c1ccc(NC(CNS(=O)(=O)c2ccccc2)c2ccccc2)cc1 (stereo not drawn)	10	-8
COCCn1c(SCC(=O)N2CCN(c3ccccc3)CC2)nc2c(c1=O)SC(C)C2 (stereo not drawn)	6	-8
Cc1cccc(C(=O)NNC(=O)C(=O)NC(C)(C)C)c1	13	9
COCCNC(=S)N1CCC(c2nc(-c3ccc(F)cc3)no2)CC1	0	-7
Cc1ccccc1Cn1c(=N)n(CC(O)c2ccco2)c2ccccc21 (stereo not drawn)	-18	4
C#CCN(N(C)c1ncc(C(F)(F)F)cc1Cl)S(=O)(=O)c1ccc2ccccc2c1	-22	17
C[C@H](CO)N1C[C@H](C)[C@@H](CN(C)C(=O)OCc2ccccc2)OCc2cn(nn2)CCCC1=O	17	-13
Cc1cc(N2CCN(C(=O)c3ccco3)CC2)n2nc(C)c(-c3ccccc3)c2n1	10	-6
Nc1c(C(=O)c2ccccc2)sc2snc(SCC(=O)c3ccccc3)c12	2	-4
CCCc1nc(SCC(=O)NNC(=O)c2ccc(OC)cc2)c2ccccc2n1	18	-7
Nc1nc(CCl)nc(Nc2ccc3ccccc3c2)n1	79*	-42*
O=C(Nc1cccnc1)NC1CCCCC1	23	-19
CC(C)Cn1c(N)c(C(=O)COC(=O)c2cc3ccccc3cc2O)c(=O)n(C)c1=O	-16	3
COc1ccc(C(=O)ON=C(C)c2nccs2)cc1	9	6
CCOc1cc(/C=C2\SC(=O)N(c3ccc(O)cc3)C2=O)ccc1O	4	-8
Cc1cccc(NC(=S)N/N=C/c2cccc(O)c2)c1C	13	-4
CCc1cc[n+](C(C(=S)Nc2cccc(C)c2)=C([O-])c2ccc(C)c([N+](=O)[O-])c2)cc1	-7	-1
Continuation:
SMILES	TAG inh	TAG inh DAPI viability
CCCCN(C(=O)C1COc2ccccc2O1)c1c(N)n(CCC)c(=O)[nH]c1=O (stereo not drawn)	4	-4
CNC(=S)N(CCc1ccc(S(N)(=O)=O)cc1)C1CC(=O)N(c2ccccc2F)C1=O (stereo not drawn)	8	-10
CSc1nc2ccc(NC(=O)c3cc4ccccc4o3)cc2s1	-19	14
CN1CCc2c(sc(NC(=O)C3COc4ccccc4O3)c2C(N)=O)C1 (stereo not drawn)	1	-1
Cc1ccc(NC(=O)CN2C(=O)S/C(=C\c3ccc(-c4cccc(C(=O)O)c4C)o3)C2=O)cc1C	-9	-4
CC(=O)Nc1ccc(Oc2cc(N)cc([N+](=O)[O-])c2)cc1	-8	-1
COc1ccc(C(=O)NC2CCN(C(=S)Nc3ccc(C)c(C)c3)CC2)cc1	-5	6
N#CC(C(=O)Nc1ccc(Cl)c(Cl)c1)=C1Nc2ccccc2N1	12	8
O=[N+]([O-])c1ccccc1OCCOCCOc1cccc2cccnc12	-3	1
CC1CCN(N=Nc2nc3c([nH]2)c(=O)n(C)c(=O)n3C)CC1	7	-4
CCOC(=O)C1(Cc2ccccc2)CCN(Cc2cccc(OC)c2O)CC1	-18	12
O=C(Nc1ccc(F)cc1)C(=O)c1c(O)[nH]c2ccc([N+](=O)[O-])cc12	-8	4
CCOC(=O)C1=CN(Cc2cccc(Br)c2)S(=O)(=O)NC1C (stereo not drawn)	2	3
O=C(NCc1ccc(F)c(F)c1)c1cccc2c(-c3cccnc3)coc12	1	5
Cc1ccc(CN2CCN(CC(=O)NC(C)c3ccc4c(c3)OCCO4)C2=O)cc1 (stereo not drawn)	7	1
C/C(=N/NS(=O)(=O)c1ccc(C)c(C)c1)c1c[nH]c2ccccc12	-17	-4
Cc1ccc(Cl)cc1NC(=O)C1CCCCC1C(=O)O (stereo not drawn)	-2	-4
C#CCN1C(=O)S/C(=C\c2ccc(N3CCOCC3)cc2C)C1=O	-12	6
COC(=O)c1cccc(NC(=O)C2CCCN2C(=O)c2cccs2)c1 (stereo not drawn)	2	-1
c1ccc2c(N3CCOCC3)nc(-c3ccncc3)nc2c1	21	-4
Cc1nnc(NC(=O)CSc2nnc(C)n2Cc2ccccc2)s1	-8	1
C/C(CC(=O)NC12CC3CC(CC(C3)C1)C2)=N\NC(=O)c1ccc(C)cc1	-8	8
CCc1nnc(NS(=O)(=O)c2ccc(NC(=O)/C=C/c3ccc(F)cc3)cc2)s1	3	-9
CN(C)S(=O)(=O)c1ccc(C(=O)OCC(=O)Nc2sc3c(c2C#N)CCCCC3)cc1	10	0
COCCCNC(=O)CNC(=O)c1cn(-c2ccccc2OC)c(=O)c2ccccc12	-3	8
(listing goes on)
SMILES	TAG inh	TAG inh DAPI viability
COc1ccc(CCNC(=O)C(=O)Nc2ccc3c(c2)OCO3)cc1OC	-1	2
COc1ccc(-c2cn(CCCOCc3ccccc3)nn2)cc1	10	-1
CCC(=O)Nc1c(C)ccc2nsnc12	4	-5
COc1ccc(-c2nc3ccccc3n2OCC(=O)O)cc1	11	-6
C#CCNc1nc(CC)nc2c1nnn2Cc1ccccc1F	-3	-4
CC(=O)N1C[C@H]2CON(C)[C@H]2C[C@H]1c1ccc(-c2ccccc2)cc1	-7	1
CC1Cc2ccccc2N1S(=O)(=O)c1cccc(C(=O)NC2CC2)c1 (stereo not drawn)	-7	-3
CN(C)CCCNC(=O)c1ccccn1	4	-3
CCSC1=C(C#N)C(c2cccc(OC)c2)CC(=O)N1 (stereo not drawn)	-6	-5
COc1ccc(-c2c[n+]3c(n2-c2ccc(C)cc2)CCCCC3)cc1	-8	-6
O=C(O)c1ccc(C(S(=O)(=O)c2ccccc2)S(=O)(=O)c2ccccc2)cc1	1	-4
Cc1ccccc1C(=O)OCC(=O)NCc1ccco1	-2	7
COc1ccc(OC)c(NC(=O)CCN2C(=O)c3ccccc3C2=O)c1	-1	9
Cc1noc(/C=C/N(C)C)c1S(=O)(=O)N1CCCC(C(=O)N2CCCCC2)C1 (stereo not drawn)	1	-7
O=C(COC(=O)C1CC2C=CC1C2)Nc1ccccc1F (stereo not drawn)	-4	0
COc1ccc(NC(=O)C2CCCN(S(=O)(=O)c3cccnc3)C2)cc1OC (stereo not drawn)	-10	4
Cc1cc(=O)oc2ccc(OCC(=O)NCc3ccco3)cc12	4	-2
CCc1ccccc1NC(=O)CN(C)C(=O)COC(=O)c1cccnc1Cl	-5	-1
O=C1OCCN1C(=O)[C@H]1[C@H](c2ccccc2)C(c2cccc(Cl)c2)=NN1c1ccc(Br)cc1	1	182
CCC(CC)C(=O)N(C)c1c(C)nc2c(OCc3ccccc3OC)cccn12	3	-10
Cc1cc(CN(C)C(=O)c2cc(COc3ccc(F)cc3Cl)on2)n[nH]1	1	8
Cc1ccc(NC(=O)NC2CCCCCCC2)cc1	-5	-1
C=CCC[C@@H](Cc1ccc(F)cc1)C(=O)OC[C@@H]1CCCN1C(=O)[C@H](CC=C)CC(=O)N[C@H](CO)Cc1ccccc1	-4	2
COc1ccc(CSc2nnnn2C)cc1[N+](=O)[O-]	-7	0
O=C(Nc1cccc(S(=O)(=O)N2CCCCC2)c1)c1cnccn1	-8	-4
Next records.
SMILES	TAG inh	TAG inh DAPI viability
CCCCN1C[C@H](Cc2ccccc2)[C@@H](CC(=O)Nc2ccc(OC)cc2)C1=O	6	-1
C=CCN1CCN(C(c2ccc(Cl)cc2)c2nnnn2CCc2ccc(OC)c(OC)c2)CC1 (stereo not drawn)	-4	1
Cc1ccc(S(=O)(=O)Nc2cccc(C(=O)N3CCC(C(N)=O)CC3)c2)cc1	3	-10
CCOC(=O)/C(=C\c1ccc(N2CCC(c3ccccc3)=N2)cc1)C(C)=O	-18	63
O=C(NC(=S)Nc1ccc(N2CCCCC2)c(Cl)c1)c1ccc2c(c1)OCCO2	-5	-18
Nc1c(C(=O)Nc2ccccc2)sc2nc(-c3ccco3)ccc12	19	19
C/C(=N\NC(=O)c1cccc(O)c1)c1ccc(NC(=O)Cc2ccccc2)cc1	-7	6
O=c1cc(CSc2ccccn2)[nH]c(=O)[nH]1	-18	-2
COc1cc(-c2n[nH]c(=S)n2-c2ccc(C)cc2)cc(OC)c1OC	9	6

In the list so far, these have a Cl atom.
SMILES	TAG inh	TAG inh DAPI viability
CCOC(=O)/C(=N\Nc1cc(Cl)ccc1Cl)N1CCOCC1	-3	0
O=C1OCCC1Sc1nnc(-c2ccc(Cl)cc2Cl)o1 (stereo not drawn)	-6	11
CSCCC(C(=O)OCC(=O)c1ccc(C)c(C)c1)N1C(=O)c2cc(Cl)c(Cl)cc2C1=O (stereo not drawn)	0	-13
CCOc1cc(C)c(Cl)cc1S(=O)(=O)N(C)C	-8	7
C#CCN(N(C)c1ncc(C(F)(F)F)cc1Cl)S(=O)(=O)c1ccc2ccccc2c1	-22	17
Nc1nc(CCl)nc(Nc2ccc3ccccc3c2)n1	79*	-42*
N#CC(C(=O)Nc1ccc(Cl)c(Cl)c1)=C1Nc2ccccc2N1	12	8
Cc1ccc(Cl)cc1NC(=O)C1CCCCC1C(=O)O (stereo not drawn)	-2	-4
CCc1ccccc1NC(=O)CN(C)C(=O)COC(=O)c1cccnc1Cl	-5	-1
O=C1OCCN1C(=O)[C@H]1[C@H](c2ccccc2)C(c2cccc(Cl)c2)=NN1c1ccc(Br)cc1	1	182
Cc1cc(CN(C)C(=O)c2cc(COc3ccc(F)cc3Cl)on2)n[nH]1	1	8
C=CCN1CCN(C(c2ccc(Cl)cc2)c2nnnn2CCc2ccc(OC)c(OC)c2)CC1 (stereo not drawn)	-4	1
O=C(NC(=S)Nc1ccc(N2CCCCC2)c(Cl)c1)c1ccc2c(c1)OCCO2	-5	-18

A portion of the library; rates above refer to the full screens.
